PfGluPho inh – PfG6PD (Plasmodium falciparum) enzyme inhibition. 350,000 compounds, 0.78% hits. PfGluPho enzyme, NADPH resazurin-diaphorase fluorescence. AID 504690. inhibition, % at 20 µM;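 active = inhibition reaching at least a set limit at 20 µM in the primary screen, cut at about 59% in these data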;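 note: 0% = DMSO wells with substrate and 100% = DMSO wells lacking glucose-6-phosphate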
MPTP block – blocks calcium-induced mitochondrial swelling. isolated mouse mitochondria, Ca2+ swelling absorbance, 30 min. inhibition, % at 10 µM. 360,000 compounds, 1.4% hits. AID 602449;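 active = inhibition of 50% or more, scaled per plate between neutral and stimulator controls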;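 note: 0% = DMSO wells given calcium and 100% = 1 mM EGTA wells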
GRIN3A LBD mod – modulates the human NR3A ligand-binding domain | NR3A LBD differential scanning fluorimetry, Tm shift; 0% = protein alone, 100% = glycine-bound protein | Tm shift relative to glycine control, % at 25 µM | 340,000 compounds, 2.5% hits | AID 1259313;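 active = melting temperature shift of at least 10% of the positive control shift, at one fixed dose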
hIAP activ – increases human intestinal alkaline phosphatase activity; P09923; purified human IAP, CDP-Star luminescence, 30 min; hits give high values; 1 = vehicle-only enzyme, 0 = enzyme-free background; activation factor at 10 µM; 330,000 compounds, 0.16% hits; AID 2524;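 active = activation factor of the enzyme at least 2-fold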; note: the source names both 10 and 20 µM as test concentration; values of inactives mirror those of a sister screen read the other way
ATG4B inh – ATG4B (human) cysteine protease inhibition; 340,000 compounds, 0.51% hits; Q9Y4P1; inhibition, % at 8.33 µM; ATG4B cleavage of LC3-PLA2, NBD-HPC fluorescence, 1 h; AID 504462; in the data active = inhibition above about 40%
Target sequence (Q9Y4P1 whole entry, looked up): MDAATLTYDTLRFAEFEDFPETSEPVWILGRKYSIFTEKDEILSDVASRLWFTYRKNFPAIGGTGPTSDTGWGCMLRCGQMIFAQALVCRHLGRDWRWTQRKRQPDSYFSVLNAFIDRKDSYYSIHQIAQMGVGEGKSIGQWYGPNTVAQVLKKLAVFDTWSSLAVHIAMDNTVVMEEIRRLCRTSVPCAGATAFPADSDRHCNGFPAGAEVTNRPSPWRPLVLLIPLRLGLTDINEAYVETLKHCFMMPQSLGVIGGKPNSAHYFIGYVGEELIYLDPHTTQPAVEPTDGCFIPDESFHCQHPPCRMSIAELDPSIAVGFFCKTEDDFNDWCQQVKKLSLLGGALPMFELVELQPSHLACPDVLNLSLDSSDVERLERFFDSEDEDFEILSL
SENP6 block – blocks the human protease SENP6 | AID 2599 | 330,000 compounds, 1.8% hits | Recombinant SENP6 catalytic domain, aminoluciferin luminescence | inhibition, % at 10 µM;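 active = inhibition above about 50% at the single tested dose, limit read from the data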;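 note: plate controls were DMSO wells with enzyme for no effect and DMSO wells lacking enzyme for full effect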
Target sequence (Q9GZR1 628-1112 limits assumed): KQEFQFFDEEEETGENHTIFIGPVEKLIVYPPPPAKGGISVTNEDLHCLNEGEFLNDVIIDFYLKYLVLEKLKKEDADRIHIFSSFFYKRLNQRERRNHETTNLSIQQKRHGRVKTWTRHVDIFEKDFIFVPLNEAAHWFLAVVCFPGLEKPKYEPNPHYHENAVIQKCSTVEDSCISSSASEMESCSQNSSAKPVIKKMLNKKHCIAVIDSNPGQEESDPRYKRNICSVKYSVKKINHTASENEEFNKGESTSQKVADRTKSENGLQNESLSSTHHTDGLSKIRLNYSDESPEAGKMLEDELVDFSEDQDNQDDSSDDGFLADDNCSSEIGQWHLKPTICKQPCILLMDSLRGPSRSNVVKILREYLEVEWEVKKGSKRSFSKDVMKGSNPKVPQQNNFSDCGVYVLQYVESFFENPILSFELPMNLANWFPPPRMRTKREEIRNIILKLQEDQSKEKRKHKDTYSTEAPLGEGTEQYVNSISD
SENP1 inh – inhibitors of human SENP1 SUMO protease catalytic domain; Q9P0U3; recombinant SENP1 catalytic domain, CyPet-SUMO1-YPet FRET cleavage; inhibition, % at 10 µM; 360,000 compounds, 0.21% hits; AID 624204;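 active = inhibition at least 30% at 10 µM, raw YFP signal under a set limit, fluorescence ratio 0.5 to 1.5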;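 note: 0% = enzyme with DMSO and 100% = no enzyme wells; some results filed as inactive read as strong as hits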
Target sequence (Q9P0U3 419-644 limits assumed): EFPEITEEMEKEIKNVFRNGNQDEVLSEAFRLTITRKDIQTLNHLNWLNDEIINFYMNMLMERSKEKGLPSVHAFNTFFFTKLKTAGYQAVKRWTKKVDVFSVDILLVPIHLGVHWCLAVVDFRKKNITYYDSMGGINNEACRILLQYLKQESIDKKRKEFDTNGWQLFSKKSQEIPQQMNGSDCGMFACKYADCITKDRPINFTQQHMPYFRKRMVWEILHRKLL
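Test system: hSENP1 catalytic domain, recombinant; Amount: 20 pM final SENP1 enzyme; Medium: Tris pH 8 buffer plus EDTA, NaCl, BME, BSA, NP40, catalase; Schedule: 50 min enzyme reaction, room temperature, light-protected; Technique: FRET fluorescence in CFP and YFP emission channels; Controls: no-enzyme wells low, DMSO-plus-enzyme wells high control.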
SENP8 inh – SENP8 (human) protease inhibition | Q96LD8 | recombinant SENP8, Nedd8 substrate fluorescence | inhibition, % at 20 µM | 360,000 compounds, 0.64% hits | AID 602440; in the data active = inhibition mostly above about 40%, no sharp cut-off; inactive = mostly below about 27%
The depositor's hits bear a star; x = not tested or not shown. No enrichment for hits; overall some 6.7% were active at least once.

1: CNS(=O)(=O)c1cccc(C(=O)OCC(=O)N(Cc2ccccc2)C(C)(C)C)c1
2: COc1ccc(C(=O)Nc2ccc(CN3CCS(=O)(=O)CC3)cc2)cc1
3: C[C@@H](CSc1ccc(Br)cc1)CN1CC[C@H](O)CCC1=O
4: CN(C)c1nc(NN)nc(Nc2ccc(F)cc2)n1
5: O=C(CCC(=O)N1CCc2ccccc2C1)N1CCN(S(=O)(=O)c2ccccc2)CC1
6: CCOC(=O)Cc1csc(NC(=O)CN2CCCCC2)n1
assay / compound	1	2	3	4	5	6
PfGluPho inh	3.0	-7.8	3.5	-0.4	-6.2	-4.0
MPTP block	-0.2	0.8	0.6	1.9	1.5	7.2
GRIN3A LBD mod	-2.2	0.9	4.7	-0.5	1.4	1.6
hIAP activ	0.922	1.03	1.06	1.13	0.827	1.42
ATG4B inh	-11.8	3.7	-5.5	4.1	-12.4	4.0
SENP6 block	4.0	-10.3	-3.8	-20.8	16.7	-10.5
SENP1 inh	-0.6	2.2	1.2	2.4	-4.4	-2.4
SENP8 inh	11.0	13.0	14.4	12.3	42.9*	19.3

7: COc1ccc(Nc2nccc(-c3ccc([N+](=O)[O-])cc3)n2)cc1
8: CCCSc1ccc([C@@H]2[C@H]3C(=O)N(C)C(=O)[C@H]3[C@]3(C(=O)OC)CCCN23)cc1OC
9: Cc1cccc(OCCc2nnc(N)s2)c1C
10: CNS(=O)(=O)c1ccc2c(c1)C(=O)c1cc(S(=O)(=O)NC)ccc1CC2
11: CCc1nnc(NS(=O)(=O)c2ccc(NC(=O)c3cccc(OC(F)(F)C(F)F)c3)cc2)s1
12: O=C(CCN1CCN(c2ccccc2)CC1)NNC(=S)Nc1ccccc1
assay / compound	7	8	9	10	11	12
PfGluPho inh	6.0	-6.0	-6.2	1.9	-45.3	14.3
MPTP block	1.1	-0.1	0.4	0.7	2.9	1.9
GRIN3A LBD mod	-1.0	-2.8	1.9	2.0	4.5	-0.7
hIAP activ	1.07	0.853	0.808	0.765	0.992	1.55
ATG4B inh	-9.8	2.9	-11.0	-8.5	3.4	-1.4
SENP6 block	-38.1	4.0	-17.2	6.0	-4.5	5.6
SENP1 inh	4.6	0.5	-0.3	1.0	-1.5	0.8
SENP8 inh	23.8	-0.1	14.5	35.6	13.2	15.2

13: CCCCN(C(=N)N1CCCCC1)c1nc(C)c([N+](=O)[O-])c(=O)[nH]1
14: c1cn(C23CC4CC(CC(C4)C2)C3)cn1
15: CNS(=O)(=O)c1ccc(NC(=S)Nc2ccc3c(c2)OCO3)cc1
16: O=C(CSc1ncn[nH]1)Nc1ccc(OCc2ccccc2)cc1
17: c1nc(N2CCCCCC2)c2[nH]cnc2n1
18: Cn1ccnc1SC(C(=O)O)c1ccccc1 (stereo not given)
assay / compound	13	14	15	16	17	18
PfGluPho inh	12.5	8.8	38.4	-15.3	2.0	8.7
MPTP block	0.4	-3.0	-0.9	-0.8	4.8	0.9
GRIN3A LBD mod	-2.9	0.0	1.2	-19.3	-2.2	-2.9
hIAP activ	0.841	1.04	0.979	1.14	1.03	1.06
ATG4B inh	-8.9	-7.8	-2.6	1.0	-1.7	2.3
SENP6 block	-8.5	-8.9	15.5	29.9	4.4	3.8
SENP1 inh	0.6	1.3	-12.4	1.6	0.5	1.4
SENP8 inh	11.2	24.6	5.1	3.1	-1.7	1.8

19: CCn1c(=O)cc(OCC(=O)NCC2CCCO2)c2ccccc21 (stereo not given)
20: Cc1cccc(CS(=O)(=O)Cc2ccc(C(=O)NC3CCCCC3)o2)c1
21: O=C(C(=O)N1CCCc2ccccc21)c1cn(CC(=O)N2CCOCC2)c2ccccc12
22: COc1cccc(NC(=S)C(C#N)=C2N(C)c3ccccc3N2C)c1
23: COc1ccccc1CNC(=O)COC(=O)CCN1C(=O)C2CC=CCC2C1=O (stereo not given)
24: CCCCCCCNC(=O)C1(CC2CC(c3cccc(Br)c3)=NO2)CCNCC1 (stereo not given)
assay / compound	19	20	21	22	23	24
PfGluPho inh	-19.0	0.3	9.3	-14.8	-0.1	40.7
MPTP block	0.5	0.3	-2.5	-1.1	0.0	0.1
GRIN3A LBD mod	2.0	-1.4	-1.1	0.4	x	-10.8
hIAP activ	0.997	1.36	1.17	0.888	x	0.907
ATG4B inh	1.4	-0.1	-3.5	5.1	x	1.8
SENP6 block	-1.1	-12.4	20.2	3.1	x	-16.2
SENP1 inh	2.9	-0.4	-0.9	-7.4	1.5	1.6
SENP8 inh	8.1	-9.9	25.9	1.8	3.9	11.4

25: O=C(NCCc1ccccn1)c1ccc(COc2ccccc2)o1
26: O=C(c1ccccc1F)N1CCN(C(=O)C(c2ccccc2)c2ccccc2)CC1
27: Cc1ccccc1NC1=NCC(c2ccc([N+](=O)[O-])cc2)S1 (stereo not given)
28: Cc1cccc(/C=N/NC(=O)c2cc(C)nc3ccccc23)n1
29: COc1ccc2[nH]cc(CCNC(=O)COc3ccc4ccc(=O)oc4c3)c2c1
30: CCn1c(=O)n(CC)c2cc(S(=O)(=O)Nc3cc(C)cc(C)c3C#N)ccc21
assay / compound	25	26	27	28	29	30
PfGluPho inh	-8.2	-11.1	7.6	-4.8	1.2	-7.7
MPTP block	-1.4	-1.0	-3.6	-2.6	-2.8	0.3
GRIN3A LBD mod	-0.8	-1.5	0.6	3.1	-10.2	2.3
hIAP activ	0.813	0.984	0.959	1.18	1.08	1.11
ATG4B inh	-7.9	-4.1	-10.4	0.0	-19.6	-0.2
SENP6 block	5.2	-13.9	-1.1	12.8	-10.1	-7.7
SENP1 inh	-14.2	1.1	4.4	1.1	-0.1	0.8
SENP8 inh	-9.1	3.6	5.8	6.5	42.2*	-22.7

31: O=[N+]([O-])c1cc(CS(=O)(=O)Oc2ccc(Cl)cc2)c(O)c([N+](=O)[O-])c1
32: O=C(O)CCN1CCN(S(=O)(=O)c2ccc3ccccc3c2)CC1
33: CC1(C)CC2CC(C)(CN2C(=O)c2cc(-c3ccc(F)cc3)on2)C1 (stereo not given)
34: COc1ccc(Cl)cc1NC(=O)C(=O)NCc1ccncc1
35: Cc1nc2c3ccccc3nc(NNC(=O)CCC(=O)NCCN3CCN(c4ccccc4)CC3)n2n1
36: CCOC(=O)C1CCN(C(=O)C(C)N(c2ccc(Oc3ccccc3)cc2)S(C)(=O)=O)CC1 (stereo not given)
assay / compound	31	32	33	34	35	36
PfGluPho inh	-5.7	-17.4	2.1	-9.6	6.0	4.6
MPTP block	74.4*	0.5	-0.6	-0.2	-0.6	3.8
GRIN3A LBD mod	-3.6	2.4	5.2	-1.4	-4.4	0.3
hIAP activ	0.796	0.962	0.999	1.04	2.3*	x
ATG4B inh	5.5	-2.9	-1.6	-3.9	-7.2	-5.5
SENP6 block	-21.5	4.3	-15.3	-5.7	15.6	x
SENP1 inh	1.8	-0.8	0.5	2.1	3.1	2.3
SENP8 inh	25.5	13.9	16.9	-11.1	24.5	13.1

37: CC1CCN(CCCCOc2cccc(C(C)C)c2)CC1
38: Cc1cccc(CSc2cccc3cccnc23)c1
39: NC(=O)c1cc([N+](=O)[O-])ccc1NCCN1C(=O)c2ccc(C(=O)O)cc2C1=O
40: CN(C[C@H](Cc1ccccc1)N(C[C@@H](CC1CCCCC1)N(CCc1ccccc1)N=O)N=O)N=O
41: Brc1cccc(CSc2nnc(-c3ccncc3)o2)c1
42: CCOC(=O)c1ccccc1NC(=O)CSc1cccc[n+]1[O-]
assay / compound	37	38	39	40	41	42
PfGluPho inh	5.9	58.8	11.0	0.1	2.9	-10.7
MPTP block	-0.1	1.1	-3.5	-0.4	-1.5	-5.9
GRIN3A LBD mod	10.0	8.1	0.6	-0.4	-2.7	-0.4
hIAP activ	0.886	1.06	1.02	1.01	0.922	1.13
ATG4B inh	2.3	1.1	-3.9	-7.9	-3.2	-2.8
SENP6 block	-13.7	-26.5	13.2	-7.6	-20.1	-9.3
SENP1 inh	0.6	0.9	1.9	-0.8	-15.7	0.5
SENP8 inh	4.9	-273.8	10.0	17.5	-1.3	-5.9

Copied from above, nos. 33 to 42
33: CC1(C)CC2CC(C)(CN2C(=O)c2cc(-c3ccc(F)cc3)on2)C1 (stereo not given)
34: COc1ccc(Cl)cc1NC(=O)C(=O)NCc1ccncc1
35: Cc1nc2c3ccccc3nc(NNC(=O)CCC(=O)NCCN3CCN(c4ccccc4)CC3)n2n1
36: CCOC(=O)C1CCN(C(=O)C(C)N(c2ccc(Oc3ccccc3)cc2)S(C)(=O)=O)CC1 (stereo not given)
37: CC1CCN(CCCCOc2cccc(C(C)C)c2)CC1
38: Cc1cccc(CSc2cccc3cccnc23)c1
39: NC(=O)c1cc([N+](=O)[O-])ccc1NCCN1C(=O)c2ccc(C(=O)O)cc2C1=O
40: CN(C[C@H](Cc1ccccc1)N(C[C@@H](CC1CCCCC1)N(CCc1ccccc1)N=O)N=O)N=O
assay / compound	33	34	35	36	37	38	39	40
PfGluPho inh	2.1	-9.6	6.0	4.6	5.9	58.8	11.0	0.1
MPTP block	-0.6	-0.2	-0.6	3.8	-0.1	1.1	-3.5	-0.4
GRIN3A LBD mod	5.2	-1.4	-4.4	0.3	10.0	8.1	0.6	-0.4
hIAP activ	0.999	1.04	2.3*	x	0.886	1.06	1.02	1.01
ATG4B inh	-1.6	-3.9	-7.2	-5.5	2.3	1.1	-3.9	-7.9
SENP6 block	-15.3	-5.7	15.6	x	-13.7	-26.5	13.2	-7.6
SENP1 inh	0.5	2.1	3.1	2.3	0.6	0.9	1.9	-0.8
SENP8 inh	16.9	-11.1	24.5	13.1	4.9	-273.8	10.0	17.5

41: Brc1cccc(CSc2nnc(-c3ccncc3)o2)c1
42: CCOC(=O)c1ccccc1NC(=O)CSc1cccc[n+]1[O-]
assay / compound	41	42
PfGluPho inh	2.9	-10.7
MPTP block	-1.5	-5.9
GRIN3A LBD mod	-2.7	-0.4
hIAP activ	0.922	1.13
ATG4B inh	-3.2	-2.8
SENP6 block	-20.1	-9.3
SENP1 inh	-15.7	0.5
SENP8 inh	-1.3	-5.9

Remaining list, next part:
43: COc1ccc(C2N3CC4(C)CN2CC(C)(C3)C4)cc1OC (stereo not given)
44: Cc1ccc2c(c1)NC(=O)C(CC(=O)NCc1cccnc1)O2 (stereo not given)
45: Cn1c(SCc2ccccc2)nnc1-c1ccc2c(c1)OCO2
46: CC(=O)c1c(C)nc2ccc([N+](=O)[O-])cc2c1-c1ccccc1
47: CCCCN(Cc1ccccc1)C(=O)C1CCN(S(=O)(=O)c2c(C)noc2C)CC1
48: Cc1c(C(=O)Nc2cccc(S(=O)(=O)N3CCCC3)c2)oc2ccccc12
assay / compound	43	44	45	46	47	48
PfGluPho inh	-4.8	22.1	17.1	-15.0	-18.4	7.1
MPTP block	-2.2	-0.3	-2.1	0.3	0.5	4.3
GRIN3A LBD mod	-1.9	1.7	2.5	0.7	-3.1	-3.9
hIAP activ	1.06	0.875	0.83	1.1	0.983	1.07
ATG4B inh	-11.8	1.1	-9.7	5.1	-7.2	3.5
SENP6 block	-7.2	-2.5	5.3	-25.9	-13.5	-13.0
SENP1 inh	-1.5	1.3	0.8	-0.4	2.4	0.0
SENP8 inh	19.1	1.0	15.9	6.1	20.5	7.5

49: COc1ccccc1CC(=O)Nc1cccc2ccccc12
50: CCOCCCNC(=O)c1c[nH]c2c(CC)cccc2c1=O
51: Cc1cccc(NS(=O)(=O)c2cccc(C(=O)N3CCCC(C(F)(F)F)C3)c2)c1 (stereo not given)
52: O=C(Cc1ccccc1)Nc1nc2ccccc2[nH]1
53: Cc1noc(/C=C/N(C)C)c1S(=O)(=O)N1CCCC(C(=O)Nc2ccc(F)cc2F)C1 (stereo not given)
assay / compound	49	50	51	52	53
PfGluPho inh	7.5	8.1	1.7	-9.2	1.8
MPTP block	-0.6	2.3	-0.8	-1.5	-1.0
GRIN3A LBD mod	-0.2	0.2	4.5	3.2	1.8
hIAP activ	0.841	0.877	1.19	1.15	1.09
ATG4B inh	-4.4	-2.0	-0.2	1.9	-1.3
SENP6 block	-8.5	10.5	4.6	32.0	6.8
SENP1 inh	0.6	1.3	0.7	1.7	1.1
SENP8 inh	4.9	-5.8	9.3	-26.4	20.0

Assay outcomes: PubChem, Sanford-Burnham Center for Chemical Genomics
